GLP1R ag: qHTS of GLP-1 Receptor Agonists; Potency, µM (highest dose often 45.6 µM), for inactives: at the highest dose activation, hits mostly activators; hit rate 0.007% among 380,000; Glucagon-like peptide 1 receptor (Homo sapiens), P43220; HEK293 GLP-1R CRE-luciferase, luminescence, 4-6 h; cells express a hypersensitive GLP-1R form; also: potency is read from the fitted curve at half-maximal effect; % of control where 0% means no effect
Target sequence (P43220 whole entry, looked up): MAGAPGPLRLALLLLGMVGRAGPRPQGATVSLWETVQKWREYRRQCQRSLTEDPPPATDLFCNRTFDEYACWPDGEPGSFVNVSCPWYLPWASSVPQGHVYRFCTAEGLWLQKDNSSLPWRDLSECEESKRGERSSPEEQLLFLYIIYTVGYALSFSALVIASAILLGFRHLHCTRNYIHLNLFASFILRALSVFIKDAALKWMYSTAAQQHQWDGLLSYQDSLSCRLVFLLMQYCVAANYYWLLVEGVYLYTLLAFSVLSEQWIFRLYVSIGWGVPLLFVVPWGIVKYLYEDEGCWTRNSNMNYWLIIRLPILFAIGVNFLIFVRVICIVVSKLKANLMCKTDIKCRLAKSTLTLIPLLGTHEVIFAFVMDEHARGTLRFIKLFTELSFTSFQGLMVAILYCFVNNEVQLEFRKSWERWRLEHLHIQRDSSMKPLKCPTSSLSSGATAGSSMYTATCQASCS
D3 antag: qHTS of D3 Dopamine Receptor Antagonist: qHTS. D(3) dopamine receptor (Homo sapiens), P35462. max response, negative = inhibition, %. AID 652054, 2013. D3R cells, DiscoveRx beta-arrestin luminescence, antagonist mode; stronger effect = lower value. hit rate 2.5% among 360,000; in the data active = max response below about -50%; inconclusive = no clear call, values can overlap the other calls; also: % is scaled to controls: 0 for no effect and ±100 for the full control effect; mostly tested at two doses, the higher about 12 µM
Target sequence (P35462 whole entry, looked up): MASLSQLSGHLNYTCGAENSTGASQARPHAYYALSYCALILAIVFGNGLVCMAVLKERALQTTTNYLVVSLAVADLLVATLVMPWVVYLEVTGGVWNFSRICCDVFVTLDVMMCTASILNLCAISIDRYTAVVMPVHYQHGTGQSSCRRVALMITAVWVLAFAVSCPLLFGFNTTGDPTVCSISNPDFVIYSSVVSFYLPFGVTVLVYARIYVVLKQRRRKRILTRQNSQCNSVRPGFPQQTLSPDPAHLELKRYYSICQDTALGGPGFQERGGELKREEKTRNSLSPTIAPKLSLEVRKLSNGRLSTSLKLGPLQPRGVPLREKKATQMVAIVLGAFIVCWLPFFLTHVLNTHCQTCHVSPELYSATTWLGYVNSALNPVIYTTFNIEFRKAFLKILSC
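Cells expressing the human receptor were seeded at 1500 cells/well, incubated overnight at 37 degrees C in 5% CO2, then exposed to library compounds with dopamine controls for 90 minutes at 37 degrees C before luminescent detection.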
GLP1R cytotox: qHTS of GLP-1 Receptor Inverse Agonists: Cytotox Screen | Potency, µM (top dose mostly 38.3 µM), for inactives: at the highest dose activity change, negative = inhibition, usual class: inhibitors | HEK293 cAMP-luciferase reporter cells, luminescence, 24 h | hit rate 0.13% among 410,000;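 also: loss of luciferase light is scored as toxicity; potency is read from the fitted curve at half-maximal effect; % is scaled to controls: 0 for no effect and ±100 for the full control effect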
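A 23 nL compound transfer followed 12 hours of cell culture at 37 deg C; exposure then lasted 24 hr. Luciferase assay detection reagent was dispensed and plates read for luminescence after a 12 min room-temperature wait.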
aSyn yeast inh: qHTS of alpha-syn Inhibitors; Yeast expressing alpha-synuclein, growth rescue, BacTiter-Glo, 24 h; Potency, µM (series often up to 46.1 µM), for the others: top-dose growth rescue (activation), hits mostly activators; hit rate 0.14% among 370,000; also: potency is read from the fitted curve at half-maximal effect; % of control where 0% means no effect; nearly all actives have a fitted effect of over 65% in size
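Readout is rescue of growth in alpha-synuclein-expressing yeast, so inhibitors of toxicity appear as activators. Growth after 24 hr at 30 deg C in galactose medium is quantified by luminescence.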
TDP-43 yeast inh: qHTS of TDP-43 Inhibitors. TDP-43 expressing yeast growth rescue, BacTiter-Glo, 24 h. AID 652104, 2013. hit rate 1.8% among 410,000. Potency, µM (doses to about 46.1 µM), for inactives: top-dose growth rescue (activation), actives largely listed as activators; also: potency is read from the fitted curve at half-maximal effect; % of control where 0% means no effect; nearly all actives have a fitted effect of over 50% in size
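Growth rescue of TDP-43-toxic yeast measured as ATP luminescence (BacTiter-Glo). Cells grown to mid-log in raffinose, induced in galactose at OD600=0.02, exposed to compound 24 hr at 30 deg C.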
PTHR1 agonist: qHTS for PTHR1 Agonists: Primary Screen. hit rate 0.075% among 410,000. Potency, µM (doses to about 115 µM), inactives show at the top dose activation, actives largely listed as activators. Parathyroid hormone/parathyroid hormone-related peptide receptor (Homo sapiens), Q03431. HEK293 GP2 PTHR1 cells, GloSensor cAMP luminescence, 1 h; also: potency is read from the fitted curve at half-maximal effect; nearly all actives have a fitted effect of over 55% in size; some results filed as inactive show a strong effect at the top dose; inactives centre near -15; many of its hits are not listed in these tables
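HEK-293-derived GP2 cells expressing PTHR1 and a GloSensor cAMP reporter, 3,000/well, plated overnight, given luciferin plus IBMX (each 0.5 mM as added) for 1 h at 37 °C, then compound for 1 h at 37 °C. Luminescence was read after 15 min at room temperature.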
GLP-1R inv ag: qHTS of GLP-1 Receptor Inverse Agonists (Inhibition Mode); Glucagon-like peptide 1 receptor (Homo sapiens), P43220; HEK293 GLP-1R CRE-luciferase, luminescence, 24 h; GLP-1R form is constitutively active; Potency, µM (series often up to 38.3 µM), without a hit: at the highest dose activity change, negative = inhibition, actives largely listed as inhibitors; hit rate 1.6% among 410,000; also: potency is read from the fitted curve at half-maximal effect; % is scaled to controls: 0 for no effect and ±100 for the full control effect; nearly all actives have a fitted effect of over 55% in size
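Readout was luciferase luminescence, measured 12 min after detection reagent at room temperature. Beforehand, GLP-1R reporter HEK293 cells had sat 12 h, then received compounds for 24 hr at 37 deg C.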
DRD3 agonist: qHTS of D3 Dopamine Receptor Agonist: qHTS | D(3) dopamine receptor (Homo sapiens), P35462 | D3R DiscoveRx beta-arrestin cells, luminescence, 90 min | max activation, % | hit rate 0.58% among 410,000; in the data active = max activation above about 30%; also: 0% is about no effect; mostly tested at two doses, the higher about 12 µM
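Agonist-mode cell screen: cells plated at 1500/well and incubated overnight at 37 °C, then exposed to library compounds for 90 min at 37 °C. Detection reagent was added for 30–60 min at room temperature, and luminescence was read.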
KB-V1 cytotox: qHTS assay for MDR1-selective chemotherapeutics: Primary screen using the drug-selected MDR subline cells KB-V1. KB-V1 MDR cells viability, CellTiter-Glo, 72 h. Potency, µM (titrated, usually from 46.1 µM), for the others: at the top dose activity change, negative = cytotoxicity, hits mostly cytotoxic. hit rate 3.4% among 400,000. AID 1347076, 2019; also: potency is read from the fitted curve at half-maximal effect; % is scaled to controls: 0 for no effect and ±100 for the full control effect; nearly all actives have a fitted effect of over 60% in size
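KB-V1 MDR subline cells in DMEM (phenol-red free, 10% FBS) exposed to compounds in qHTS concentration series for 72 h at 37 degrees C. Viability read by CellTiter-Glo luminescence; concentration-effect curves fitted after normalization and correction.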
* marks the source's active call; other numbers are inactive results; i = inactive; ? = inconclusive; . = no result given; [ ] = another dose, or the depositor's remark. Unless noted, calls follow the shape of the dose curve; as a rule, active = well fitted curve in the direction sought with a large enough effect; inconclusive = small, poorly fitted or top-dose-only effect, or another doubt; inactive = no such curve, though single readings can be large; an effect the other way counts as inactive or inconclusive.

SMILES	GLP1R ag	D3 antag	GLP1R cytotox	aSyn yeast inh	TDP-43 yeast inh	PTHR1 agonist	GLP-1R inv ag	DRD3 agonist	KB-V1 cytotox
CCc1ccc(CNC(=O)c2cnc3sc(N4CCOCC4)nn3c2=O)cc1	.	.	-5.5%	.	19.6%	-12.6%	7.8%	17.0	.
Cc1ccc(S(=O)(=O)N2CCC(C)CC2)cc1C(=O)NCCN1CCOCC1	-10.2%	1.8	0.1%	-4.2%	3.3%	i	18.3%	6.1	-4.3%
CC(C)(C)NC(=O)CN(Cc1ccc2c(c1)OCO2)C(=O)CNS(=O)(=O)c1ccc(F)cc1	-0.4%	-9.7	-6.6%	-1.6%	-5.4%	-19.3%	-9.0%	17.8	-12.4%
O=C(NCCc1ccc(Cl)cc1)C1(c2ccccc2)CC1	-5.1%	-7.3	8.1%	15.6%	14.1µM*	i	?	5.2	-8.5%
CC1CCN(C(=O)CN(c2ccccc2)S(=O)(=O)N(C)C)CC1	3.4%	1.0	3.4%	0.8%	-5.7%	-3.2%	-7.3%	5.8	1.3%
Cc1cc(NC(=O)c2cc3n(n2)C(C(F)(F)F)CC(c2ccco2)N3)n(-c2ccccc2)n1 (stereo not given)	3.0%	11.4	-12.0%	-0.8%	7.6%	i	?	6.4	2.3%
CCOC(=O)[C@]12CCCC=C1N(Cc1ccc3c(c1)OCO3)C(=O)[C@H](CC(=O)N1CCCC1)C2	-2.8%	3.0	0.4%	?	-1.4%	17.3%	13.5%	-0.1	-20.3%
CC(=O)C1=C(c2ccc(Cl)c(Cl)c2)N(C(C)=O)n2c(C)nnc2S1	.	.	-21.3%	.	?	i	11.2µM*	-32.3	-28.5%
O=C(c1cc2c(s1)-c1ccccc1S(=O)(=O)C2)N1CCN(Cc2ccccc2)CC1	-0.5%	27.1	-5.5%	-6.5%	?	-45.6%[inhibitor]	?	3.7	?
Cc1cc2cc(CN(Cc3cccs3)C(c3nnnn3C(C)(C)C)C(C)C)c3nnnn3c2cc1C (stereo not given)	-5.6%	42.2	23.4%	3.9%	12.4%	i	-0.7%	12.0	1.84µM*
C=CCn1c(SCC(=O)Nc2cccc(S(N)(=O)=O)c2)nnc1C1CCCCC1	3.7%	1.2	-11.5%	-0.2%	8.4%	i	-13.8%	-1.5	?
CC(=O)Nc1ccccc1OCC(=O)N(Cc1ccccc1)C(C)C	5.4%	-8.4	16.2%	-1.7%	-5.8%	-38.2%[inhibitor]	9.7%	-1.9	-3.0%
Nc1ccc(C(=O)NN2C(=O)[C@H](Cl)C2c2ccc(Cl)cc2)cc1 (stereo not given in full)	-31.5%[inhibitor]	-8.0	?	-21.3%	0.0%	-85.6%[inhibitor]	?	-11.1	?
Cc1c(NC(=O)c2cc([N+](=O)[O-])ccc2N2CCOCC2)cccc1-c1nc2ccccc2o1	0.9%	.	2.8%	.	0.0%	-10.9%	15.6%	1.6	-43.6%
CN(C(=O)CSc1nnc(-c2cccnc2)o1)C1CCCCC1	6.3%	6.6	-15.2%	5.7%[1.84 µM]	18.3%	-32.6%	8.0%	-8.9	-3.6%
O=C(CC1SC(=O)N(c2ccccc2)C1=O)Nc1ccc(Cl)cc1 (stereo not given)	1.2%	-20.7	14.6%	-8.9%	?	i	0.8%	-2.8	5.0%
COC(=O)c1ccc(C(=O)N2CCCC(CNC(=O)c3ccccc3Cl)C2)cc1 (stereo not given)	3.1%	-6.0	11.6%	2.2%	-24.1%	-26.1%	-9.7%	2.1	-29.5%
CCOc1ccc(S(=O)(=O)NCCC(=O)NCCc2ccc(C(C)C)cc2)cc1	-4.6%	16.8	7.5%	11.1%	1.8%	-37.0%[inhibitor]	?	11.4	?
CCCC(=O)Nc1cc(C)c(NC(=O)C23CC4CC(CC(C4)C2)C3)cn1	-2.2%	17.5	68.3%[activator]	1.3%	12.6%	i	?	-3.9	0.0%
Cc1cccc(C(=O)NCC(=O)Nc2ccc(S(=O)(=O)Nc3nc(C)cc(C)n3)cc2)c1	12.1%	-6.6	4.0%	0.3%	-12.9%	i	6.7%	-0.3	17.4%
Cc1ccc(NC(=O)CN(C)S(=O)(=O)c2cccc3cccnc23)cc1	2.8%	-11.6	2.0%	10.9%	?	-27.6%	-11.0%	-1.6	-9.9%
Cc1ccc2cc3cc(C(=O)N4CCN(c5ccc(Cl)cc5)CC4)oc3nc2c1	0.0%	.	-1.3%	.	16.1%	-24.9%	6.0%	2.5	8.5%
C=CC[n+]1c(C)csc1Nc1ccc(C(=O)O)cc1	-5.3%	-5.4	-10.5%	9.1%	-5.2%	i	27.8%	3.4	24.5%
Cc1cc(NC(=O)C(C)Oc2ccc(Cl)cc2Cl)n(-c2ccccc2)n1 (stereo not given)	?	18.8	16.6%	0.0%	?	-13.2%[57.5 µM]	?	-5.0	0.0%
CN(C)C(=O)COC(=O)c1cccc(S(=O)(=O)N2CC3(C)CC2CC(C)(C)C3)c1 (stereo not given)	0.8%	-6.8	-8.1%	0.8%[1.84 µM]	5.9%	-18.9%	?	-2.3	-7.8%

Next section; it opens with the 2 that closed the last part.
SMILES	GLP1R ag	D3 antag	GLP1R cytotox	aSyn yeast inh	TDP-43 yeast inh	PTHR1 agonist	GLP-1R inv ag	DRD3 agonist	KB-V1 cytotox
Cc1cc(NC(=O)C(C)Oc2ccc(Cl)cc2Cl)n(-c2ccccc2)n1 (stereo not given)	?	18.8	16.6%	0.0%	?	-13.2%[57.5 µM]	?	-5.0	0.0%
CN(C)C(=O)COC(=O)c1cccc(S(=O)(=O)N2CC3(C)CC2CC(C)(C)C3)c1 (stereo not given)	0.8%	-6.8	-8.1%	0.8%[1.84 µM]	5.9%	-18.9%	?	-2.3	-7.8%
COc1ccc(F)cc1C(=O)C1CCCN(Cc2ccc(Oc3ncccn3)cc2)C1 (stereo not given)	11.7%	-72.8*	2.8%[7.66 µM]	-5.3%	11.1%[9.22 µM]	i	?	-12.1	20.5%
Cc1nc2sc3c(c2c(=N)n1N)CC(C)(C)OC3	-1.7%	12.9	-11.1%	2.0%	-15.9%	i	0.0%	15.0	7.1%
COc1cc2c(c(OC)c1O)C(=O)CO2	-7.0%	-6.2	17.2%	-4.6%	-14.3%	20.3%	1.3%	-1.3	-4.0%
CCc1nc(Nc2ccc3nccnc3c2)c2oc3ccccc3c2n1	12.5%	14.9	7.1%	-3.7%	-11.4%	13.9%	90.7%[activator]	19.1	-17.5%
CSc1cccc(Nc2cc(C(=O)NCCc3ccc(Cl)cc3)c3ccccc3n2)c1	-14.6%	.	3.7%	.	-4.2%	18.0%	5.01µM*	-7.8	?
Cc1nc(SCC(=O)NCC2CCCO2)c2c3c(sc2n1)CCCC3 (stereo not given)	22.7%	1.0	-9.1%	9.3%	27.9%	-1.9%	-21.9%	7.5	?
Cc1ccc(CNC(=O)COCc2cc(-c3cccs3)on2)cc1	.	.	4.0%	.	?	-15.7%	1.0%	-4.6	2.4%
CNC(=O)c1cc(C(=O)c2ccc(C(F)(F)F)cc2F)c[nH]1	1.7%	4.9	-2.6%	-15.4%	-20.9%	i	6.6%	9.5	-1.2%
Cc1ccc(CSc2nnc(SCC(=O)N/N=C/c3c(C)nn(-c4ccccc4)c3C)s2)cc1	22.2%	8.2	-23.4%	-1.0%	-15.9%	i	?	-0.8	-8.3%
CC1CN(c2ccc([N+](=O)[O-])c(NCCOc3ccccc3)c2)CCN1 (stereo not given)	?	?	?	0.0%	0.4%[0.397 µM]	i	?	-14.0	?
Cc1nn(C)c(C)c1CN(C)C(=O)c1nn2c(c1Br)NC(c1cccs1)CC2C(F)(F)F (stereo not given)	9.6%	8.4	-13.0%	0.0%	-24.6%	-13.6%	10.2%	-2.3	-17.5%
Brc1cccc(/C=N/Nc2nn[nH]n2)c1	-5.4%	4.4	-0.3%	10.3%	28.6%	i	-2.5%	1.7	13.0%
CC12c3ccccc3C(c3ccccc31)C1C(=O)N(Cc3cccnc3)C(=O)[C@H]12 (stereo not given in full)	-2.0%	11.0	-5.3%	14.6%	4.9%	-25.9%	?	0.9	1.6%
O=C(NCc1ccccc1)C1CCN(S(=O)(=O)N2CCCCCC2)CC1	14.9%	-17.6	7.0%	0.6%	-2.9%	-11.1%[57.5 µM]	-4.2%	-3.0	0.0%
Cc1cccc(CN2CCc3c([nH]c4ccccc34)C2CC(C)C)n1 (stereo not given)	1.8%	0.8	1.1%	-1.5%	2.2%	-16.9%	11.2µM*	-10.3	-0.8%
COc1cc(C(=O)Nc2cccc(-c3nc4ncccc4o3)c2C)cc(OC)c1OC	9.4%	0.0	73.0%[activator]	-0.3%	4.6%	-23.2%[57.5 µM]	22.3%	1.1	0.0%
O=C(CCNC(=O)c1ccc([N+](=O)[O-])cc1)NCCc1ccccc1	12.0%	2.9	-1.9%	0.1%	-3.9%	-7.8%	-1.5%	-0.2	-15.3%
COc1ccc(-c2nsc(NC(=O)c3ccccc3Br)n2)cc1	.	.	-2.2%	.	?	-31.9%[inhibitor]	-8.4%	9.7	.
C#CCN(CC=C)C(=O)c1cccc(OC2CCN(S(C)(=O)=O)CC2)c1	7.1%	1.8	2.8%	-9.5%	-9.2%	-17.6%	17.0%	5.3	0.0%

The list is partial; count on the stated rates, not on these rows.
